INS promoter inh – TRM-6 insulin promoter activity inhibition; AID 1273; actives 0.9% (n = 130,000); TRM-6 cells (human fetal islet line), insulin promoter-eGFP reporter, imaging; reporter expression induced with tamoxifen; inhibition, % at 2 µM;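 active = inhibition above the mean plus 3 SD, with well images judged a real hit on visual review, cut at about 60% in these data, passing the limit was not always enough; inconclusive = inhibition over the cutoff but images rejected on review; inactive = inhibition not above the cutoff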
sdo1 growth – compounds rescuing growth of sdo1-depleted yeast, bone marrow failure model. actives 0.21% (n = 140,000). z-score at 10 µM. S. cerevisiae sdo1-depleted JHY4D growth rescue, OD600 30 h; hits give high values; pdr5 snq2 efflux-pump mutant strain. AID 817;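 active = z-score above 3 at both the 24 hr and the 30 hr optical density reads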;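 also: z-score against mean and SD of all compound wells on the same plate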
sdo1 growth Rescue 24 h – second read-out of sdo1 growth, no call of its own (marks repeat the call); z-score; S. cerevisiae sdo1-depleted JHY4D growth rescue, OD600; measured here: growth rescue at 24 h;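 0 is the plate mean of compound wells and units are plate SD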
* = called active by the depositor; ? = inconclusive; . = not tested or not shown; & = joins results of further samples. This is a subset; rates above refer to the full screens.

Start of the listing, in advance (5 entries):
SMILES | INS promoter inh | sdo1 growth | sdo1 growth Rescue 24 h
Cc1cc(Cl)ccc1N(CC(=O)NCc1ccc2c(c1)OCO2)S(C)(=O)=O | -39 | . | .
Cn1nc([N+](=O)[O-])nc1Oc1ccc(C(C)(C)C)cc1 | -18 | 0.07 | 0.36
CC(C)(C)c1ccc(-c2nc(NCc3cccnc3)c3ccccc3n2)cc1 | 41 | -2 | -1.5
COc1ccc(/C=C/C(=O)OC2CCCN(C)C2)cc1 (stereo not given) | 29 | . | .
Cc1ccccc1C(=O)c1cccn1CC(=O)O | . | 0.36 | 0.6

The listing (from the top)
SMILES | INS promoter inh | sdo1 growth | sdo1 growth Rescue 24 h
Cc1cc(Cl)ccc1N(CC(=O)NCc1ccc2c(c1)OCO2)S(C)(=O)=O | -39 | . | .
Cn1nc([N+](=O)[O-])nc1Oc1ccc(C(C)(C)C)cc1 | -18 | 0.07 | 0.36
CC(C)(C)c1ccc(-c2nc(NCc3cccnc3)c3ccccc3n2)cc1 | 41 | -2 | -1.5
COc1ccc(/C=C/C(=O)OC2CCCN(C)C2)cc1 (stereo not given) | 29 | . | .
Cc1ccccc1C(=O)c1cccn1CC(=O)O | . | 0.36 | 0.6
CCCn1c(=O)[nH]c(=O)c2c1nc(-c1ccc(OC(F)F)c(OC)c1)n2CCOC | 8 | -0.38 | -0.64
Cc1cccn2c(=O)c(C=NCCO)c(NCc3ccco3)nc12 | -9 | -2.2 | -1.5
Cc1ccc2c(c1)nnn2C1CCN(CC(=O)Nc2ccccc2N2CCOCC2)CC1 | -82 | -1.2 | -0.43
Cc1ccc(NCc2nnc(SCC(=O)NCc3ccco3)n2CC2CCCO2)cc1Cl (stereo not given) | -24 | 0.63 | 0.06
CC(C)CNC(=O)CSc1ccc(Cl)cc1 | -8 | 0.25 | -0.43
CCOc1cc(Br)c(C(=O)O)cc1OC | . | 0.68 | 0.12
O=C(CSc1nnc(CNC(=O)c2cccs2)o1)NCCc1ccccc1 | 18 | 0.85 | 0.74
CC(=O)c1ccc2noc(-c3ccc(F)cc3)c2c1 | -64 | . | .
CCOc1ccc(N(CC(=O)Nc2ccc(OC)cc2)S(=O)(=O)c2c(C)noc2C)cc1 | . | -0.76 | -0.37
COC(=O)c1sccc1NC(=S)N1C(C)CCCC1C (stereo not given) | 19 | . | .
COC(=O)Cn1c(=NC(=O)c2cc(OC)cc(OC)c2)sc2cc(OC)ccc21 | 3 | -0.62 | -1
Cc1cccc(NC(=O)c2cc3n(n2)C(C(F)(F)F)CC(C2CC2)N3)c1C (stereo not given) | -8 | -0.33 | -1.1
CN1c2ccccc2C(C)(C)C12CC(c1cccc(S(=O)(=O)N3CCCC3)c1)=NO2 (stereo not given) | 27 | 0.31 | 0.62
COc1cc(C(C[N+](=O)[O-])c2c(C)[nH]c3ccccc23)ccc1O (stereo not given) | 12 | 0.59 | 0.01
CN(c1ccc(C(=O)N2CCCCC2)cc1)S(=O)(=O)c1ccccc1 | 47 | 0.43 | 1.5
Cc1ccc(C)c(N/C(N)=N/c2nc(C)cc(C)n2)c1 | 19 | 0.7 | -0.42
COc1cccc(CSc2nnc(CSc3nc4nc(C)cc(C)n4n3)s2)c1 | -3 | -0.32 | -1
CN(CC(=O)N1CCCCCC1)S(=O)(=O)c1ccc(Br)s1 | 4 | -0.73 | -1
CSCC[C@H](NC(=O)Nc1ccc(C)cc1C)C(=O)O | . | -0.03 | -0.61
COc1cccc(/C=N/Nc2ccc(S(=O)(=O)O)cc2)c1O | . | 0.22 | -0.44

One compound at a time, as listed above:
COc1ccc(/C=C/C(=O)OC2CCCN(C)C2)cc1 (stereo not given) as listed: INS promoter inh: 29; sdo1 growth: .; sdo1 growth Rescue 24 h: .
CCOc1ccc(N(CC(=O)Nc2ccc(OC)cc2)S(=O)(=O)c2c(C)noc2C)cc1 as listed: INS promoter inh: .; sdo1 growth: -0.76; sdo1 growth Rescue 24 h: -0.37
COc1cccc(CSc2nnc(CSc3nc4nc(C)cc(C)n4n3)s2)c1 as listed: INS promoter inh: -3; sdo1 growth: -0.32; sdo1 growth Rescue 24 h: -1

The listing continues:
SMILES | INS promoter inh | sdo1 growth | sdo1 growth Rescue 24 h
CCC(C)NC(=O)C1CCCN1S(=O)(=O)c1ccc(Cl)cc1 (stereo not given) | -31 | 1.6 | 2.5
CN(C)/C=C/C(=O)c1cccc([N+](=O)[O-])c1 | -138 | . | .
CC1=Nc2cccc([N+](=O)[O-])c2NC(=O)C1 | 35 | . | .
Cc1onc(-c2c(F)cccc2Cl)c1C(=O)OCn1nnc2ccccc2c1=O | ? | -1.5 | -1.1
O=C(Nc1ccccc1N1CCCC1)c1cc(Cl)ccc1Cl | -70 | . | .
COCCNC(=O)C(c1ccccc1)N(Cc1cccs1)C(=O)Cn1nnc2ccccc21 (stereo not given) | 31 | 0.53 | -0.21
Cc1nnc(NC(=O)C2CCCN(S(=O)(=O)c3ccccc3C(F)(F)F)C2)s1 (stereo not given) | -34 | -0.69 | -0.58
CCN(Cc1ccccc1)C(=O)C1CCN(C/C(C)=C/c2ccccc2)CC1 | -17 | -0.13 | -0.56
Cc1cc(C(=O)CSc2nc3ccccc3o2)c(C)n1CC1CCCO1 (stereo not given) | -43 | -0.52 | -0.09
CC(C)C(=O)NC(=S)N1CCc2ccccc21 | 38 | 0.88 | 0.72
CSc1ccc(/C=N/NC(=O)c2cccc(Cl)c2)cc1 | 7 | -0.2 | -0.34
c1ccc(Cn2c(NCc3ccncc3)nc3ccccc32)cc1 | -14 | . | .
CC(C)(C)NC(=O)C(=O)NCc1ccncc1 | 0 | 0.65 | 0.31
COc1ccccc1C(CC(N)=O)c1ccco1 (stereo not given) | 0 | 0.27 | 0.03
Nc1nonc1C(=O)NCCNCc1cc(Br)ccc1OCc1ccc(F)cc1 | . | 0.05&0.35 | -0.43&-0.05
CCOC(=O)c1c(C)[nH]c(C)c1C(=O)COC(=O)c1cc2ccccc2cc1O | . | -1.4 | -1.4
Cc1ccc(SCCC(=O)Nc2cccc(N(C)S(C)(=O)=O)c2)cc1 | 26 | 1.1 | 1.6
Cc1ccc(C)n1-c1ccc(N2CCOCC2)nc1 | -381 | -0.32 | -1.3
Cc1ccc(C(C(=O)NCc2ccco2)N(Cc2ccco2)C(=O)CNC(=O)c2ccco2)cc1 (stereo not given) | . | -1.2 | -0.96
CCCSc1nc(N)cc(=O)[nH]1 | . | 0.46 | 0.51
CC(NC(=S)Nc1c(Cl)cccc1OC(F)F)C(C)(C)C (stereo not given) | . | -0.63 | -0.91
CCOc1ccc(CNC(=O)C2CCN(S(=O)(=O)N3CCCC3)CC2)cc1OC | 57 | 0.97 | 1.3
CCn1c2ccccc2c2cc(N=C3SC(CC(=O)Nc4ccccc4OC)C(=O)N3CCOC)ccc21 (stereo not given) | -45 | -0.7 | 0.55
O=C(COc1ccc(Br)cc1)N1CCOCC1 | -81 | 2.1 | 2.5
O=C(NCCc1ccc(Cl)cc1)C1CCN(S(=O)(=O)N2CCCCC2)CC1 | . | -0.27 | 0.3

Further results.
SMILES | INS promoter inh | sdo1 growth | sdo1 growth Rescue 24 h
Cc1ccn2cc(-c3cccc(NC(=O)c4ccccc4)c3)nc2c1 | 41 | -0.83 | -0.95
O=C1C2C(C(=O)N1/N=C/c1ccco1)C1C=CC2C12CC2 (stereo not given) | 22 | 0.61 | 0.83
C#CCOc1c(Cl)cc(/C=N/NC(N)=S)cc1OCC | -8 | -0.68 | -0.79
O=C(O)c1cccn1Cc1ccccc1F | . | -0.12 | -0.35
Cc1ccnc(SCC(=O)Nc2oc(-c3ccccc3)c(-c3ccccc3)c2C#N)n1 | -23 | -1.3 | -0.29
COc1cccc(C=Nc2ccccc2C(=O)Nc2ccccc2)c1O | -9 | 1.7 | 1.1
COc1ccc(Cl)cc1NC(=O)C(=O)N/N=C/c1cc(C)n(-c2ccc(C)cc2)c1C | 3 | -0.78 | -0.55
CCCS(=O)(=O)N1CCN(C(=O)c2cc(OC)cc(OC)c2)CC1 | 9 | 0.62 | 0.08
COc1cccc(-n2c(SCC(=O)c3c[nH]c4ccccc34)nc3ccccc3c2=O)c1 | -22 | -1.2 | -0.87
O=C(Cc1ccccc1)N/N=C/c1ccc2c(c1)OCO2 | -18 | . | .
O=C(Nc1ccccc1)OCc1cc(-c2ccccc2Cl)on1 | . | -1.3 | -0.81
CC(=O)NC1CC2CCCC(C1)N2CC(=O)NCc1ccc(F)cc1 (stereo not given) | 10 | 0.87 | 0.87
CC(C)(C)c1ccc(C(=O)OCCNC(=O)c2c(Cl)nc3ccccn23)cc1 | -393 | -0.62 | -0.38
Cc1ccc(C)c(OCC(=O)Nc2nc3ccc([N+](=O)[O-])cc3s2)c1C | 8 | -0.74 | -0.5
COc1ccc(/C=C2\SC(=S)N(Cc3cccnc3)C2=O)cc1C | -39 | -1.1 | -0.25
Cc1ccc(S(=O)(=O)N2CCC(C(=O)N/N=C/c3ccncc3)CC2)cc1 | 43 | . | .
Clc1ccccc1-c1nnc2sc(CCc3ccccc3)nn12 | 16 | -0.73 | -0.03
COC(=O)c1ccc(C(=O)OC)c(NC(=O)CN(C)Cc2ccc(Cl)c(Cl)c2)c1 | . | 1.1 | 1.6
CN(C)S(=O)(=O)c1cccc(-c2cn3cc(Cl)ccc3n2)c1 | -40 | -1.1 | -0.36
O=C(CCCc1nc(-c2ccccc2Cl)no1)N1CCOCC1 | 32 | . | .
O=C(c1ccc2c(c1)[nH]c(=S)n1c3ccccc3nc21)N1CCN(c2cccc(Cl)c2)CC1 | -18 | . | .
Cc1ccccc1C(=O)NCc1ccncc1 | 30 | 0.23 | 0.9
Cc1cc(NC(=O)c2ccc3nc(C)sc3c2)no1 | . | 0.84 | 1.6
COc1ccc(CN(CCN(C)C)Cc2ccccc2)c(OC)c1 | 40 | -0.18 | -0.12
O=C(COc1ccc(S(=O)(=O)Nc2ccccc2)cc1)NCc1cccnc1 | . | 2.4 | 3

New compounds follow.
SMILES | INS promoter inh | sdo1 growth | sdo1 growth Rescue 24 h
Fc1cccc(Cl)c1-c1nnc2ccc3ccccc3n12 | -91 | . | .
Cc1cc(C)nc(SCC(=O)N/N=C/c2cc(C)n(-c3ccccc3C)c2C)n1 | 3 | 0.36 | -0.2
CCOc1ccc(CCNC(=O)C2CCN(c3nnc(-n4cccc4)s3)CC2)cc1OCC | -13 | 0.23 | 0.05
Cc1cccc(N/N=C/c2ccccc2O)c1 | . | -1.1 | -1.6
Cc1ccc(-c2cc(C(F)(F)F)n3ncc(C(=O)NCc4ccco4)c3n2)cc1 | -50 | -0.69 | -0.48
Cc1cc(C)c(NS(=O)(=O)c2ccc(Cl)c(C(=O)O)c2)c(C)c1 | 17 | 1.1 | 0.34
N#Cc1c(N)nc(SCC(=O)NC2CCCCC2)c(C#N)c1-c1ccc(Cl)cc1 | . | -1.6 | -0.62
Cn1c2ccccc2c2nnc(SCc3ccc4nonc4c3)nc21 | -6 | -0.55 | 1.6
Cc1ccc(NC=C(S(=O)(=O)c2ccccc2)S(=O)(=O)c2ccccc2)c(C)c1 | -3 | -0.5 | -0.24
COc1ccc(NS(=O)(=O)c2c(C)[nH]c(=O)[nH]c2=O)c(OC)c1 | -73 | 0.33 | 0.03
Cn1nnnc1SCC(=O)NC(=O)Cc1ccccc1 | -57 | 1.1 | 0.99
CCN1CCN(c2ncnc3c2sc(=S)n3-c2ccccc2)CC1 | . | 0.03 | -0.2
Cc1cccc(-c2noc(CSc3ccccc3)n2)c1 | -11 | -0.42 | -0.93
CCOc1ccc(-n2cc(C(=O)N3CCN(C)CC3)c3cc(OC)c(OC)cc3c2=O)cc1 | 60 | 0.36 | -0.25
COC(=O)Cc1cc(=O)oc2cc(OC)ccc12 | 17 | 0.65 | 0.95
COc1ccc(S(=O)(=O)N2CCC(O)(c3cccnc3)CC2)cc1OC | -76 | . | .
Cc1c(NC(=S)Nc2cccc(Cl)c2)c(=O)n(-c2ccccc2)n1C | -51 | . | .
COc1cc(C(=O)Nc2nc3ccc(C)cc3s2)ccc1OCc1c(C)noc1C | -13 | -0.69 | 0.28
COC(=O)C1CCN(C(=O)C2CCCCC2)CC1 | 50 | 0.66 | 0.33
Cc1ccccc1NC(NC(=O)c1cccs1)C(Cl)(Cl)Cl (stereo not given) | . | -1.7 | -1.1
CCn1c(=O)cc(OCC(=O)Nc2ccc(OC)c(OC)c2)c2ccccc21 | 0 | . | .
O=C(CC(=O)c1ccccc1)Nc1cccnc1Cl | 10 | 0.06 | -0.59
CCS(=O)(=O)N1CCN(c2ccc([N+](=O)[O-])c(NC(C)c3ccccc3)c2)CC1 (stereo not given) | 3 | -1 | -1.1
COC(=O)c1c(NC(=O)COc2ncnc3ccccc23)sc(C)c1C | . | -0.23 | 0.09
COc1ccc(/C=C/C(=O)Nc2ccccc2C(F)(F)F)cc1OC | 37 | -0.07 | 0.9

The list goes on:
SMILES | INS promoter inh | sdo1 growth | sdo1 growth Rescue 24 h
NC(=O)C1CCN(C(=O)C2CCN(S(=O)(=O)c3ccccc3)CC2)CC1 | . | 1.1 | 1.9
CCCCCCSc1nsc(NC(C)=O)n1 | -71 | -0.27 | -1
S=c1[nH]nc(-c2ccccc2)n1Cc1ccccc1 | . | 0.22 | 0.67
Cc1cccc(N2CCN(CC(=O)Nc3nccs3)CC2)c1C | 33 | -0.62 | -0.48
Cc1ccc(S(=O)(=O)N(CC#N)CC#N)cc1 | -50 | . | .
COC(=O)c1cccnc1NC(=S)NNC(=O)c1ccccc1 | 7 | 0.79 | -0.01
O=C(Nc1cccc2ccccc12)NC1CCCc2ccccc21 (stereo not given) | -21 | 1.1 | 1.1
